UGM FP inh = M. tuberculosis UGM enzyme inhibitors, primary screen, biochemical, fluorescence polarization, single point. purified UGM, fluorescence polarization probe displacement. inhibition, % at 10 µM. 320,000 tested, 0.06% active. AID 504406, 2011; in the data active = inhibition above about 10%, passing the limit was not always enough; inconclusive = no clear call, values can overlap the other calls
Target sequence (P9WIQ1 whole entry, looked up): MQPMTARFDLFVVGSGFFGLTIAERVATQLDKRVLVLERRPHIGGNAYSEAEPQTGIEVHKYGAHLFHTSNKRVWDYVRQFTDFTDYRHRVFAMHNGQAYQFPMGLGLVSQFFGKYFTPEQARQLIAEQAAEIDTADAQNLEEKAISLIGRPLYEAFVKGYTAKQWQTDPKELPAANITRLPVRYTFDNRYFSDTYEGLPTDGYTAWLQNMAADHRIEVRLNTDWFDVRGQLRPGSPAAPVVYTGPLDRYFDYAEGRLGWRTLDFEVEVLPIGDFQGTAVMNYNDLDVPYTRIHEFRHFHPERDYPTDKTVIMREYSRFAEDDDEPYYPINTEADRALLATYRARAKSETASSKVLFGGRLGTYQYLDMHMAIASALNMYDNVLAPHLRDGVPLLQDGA
BoNT-A LC inh2 = BoNT/A light chain protease inhibitors, primary screen, biochemical, flow cytometry, MLPCN library. Botulinum neurotoxin type A light chain protease (Clostridium botulinum A str. ATCC 3502). multiplex microsphere protease substrate cleavage. inhibition, % at 10 µM. 360,000 tested, 0.17% active; note: plate controls were buffer without enzyme for full effect and enzyme alone for no effect
FadD28 binding = inhibitors of FadD28 bisubstrate probe binding, primary screen, biochemical, fluorescence polarization, single point | Mycobacterium tuberculosis FadD28 fatty-acid-AMP ligase | inhibition, % at 12.5 µM | 360,000 tested, 0.22% active | AID 588549, 2011; in the data active = inhibition above about 8.5%, passing the limit was not always enough; inconclusive = no clear call, values can overlap the other calls
PfHsp40 yeast = rescue of yeast from PfHsp40 toxicity, primary screen, S. cerevisiae, ATP luminescence; S. cerevisiae expressing PfHsp40, growth rescue; growth rescue, % at 12.5 µM; 340,000 tested, 0.68% active; AID 504582, 2011; in the data active = growth rescue above about 28%, passing the limit was not always enough; inconclusive = no clear call, values can overlap the other calls;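 note: yeast W303a lacking pdr1 and pdr3 grown in galactose medium; growth measured after three days at 30 °C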
BoNT F protease = BoNT/F light chain protease inhibitors, primary screen, biochemical, flow cytometry, MLPCN library; Multiplex microsphere protease cleavage assay; inhibition, % at 10 µM; Botulinum neurotoxin type F light chain protease (Clostridium botulinum); 360,000 tested, 0.22% active; in the data active = inhibition above about 35%, passing the limit was not always enough; inconclusive = no clear call, values can overlap the other calls; note: plate controls were buffer without enzyme for full effect and enzyme alone for no effect
GDH-TPI counter = GDH-TPI coupling enzyme inhibitors, primary screen, artefact control for M. tuberculosis FBA inhibitor project, biochemical, absorbance, full deck; GDH-TPI coupled enzyme counterscreen, NADH absorbance; inhibition, % at 4.8 µM; 360,000 tested, 1.2% active; AID 588335, 2011; in the data active = inhibition above about 30%;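 note: 0% = DMSO wells and 100% = wells lacking the enzyme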
Anthrax LF inh2 = Bacillus anthracis LF protease inhibitors, primary screen, biochemical, multiplex microsphere, MLPCN library; Lethal factor (Bacillus anthracis), P15917; multiplex microsphere protease cleavage assay; inhibition, % at 10 µM; 360,000 tested, 0.12% active; AID 588501, 2011; note: plate controls were buffer without enzyme for full effect and enzyme alone for no effect
Mtb FBA inh = Mtb FBA enzyme inhibitors, primary screen, biochemical, fluorescence, strain H37Rv. Fructose-bisphosphate aldolase (Mycobacterium tuberculosis (strain ATCC 25618 / H37Rv)), …. purified M. tuberculosis FBA, fluorescence read-out. inhibition, % at 1 µM. 360,000 tested, 2.3% active. AID 588726, 2011; in the data active = inhibition above about 27%;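 note: 0% = vehicle and 100% = reference inhibitor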
Target sequence (P9WQA3 whole entry, looked up): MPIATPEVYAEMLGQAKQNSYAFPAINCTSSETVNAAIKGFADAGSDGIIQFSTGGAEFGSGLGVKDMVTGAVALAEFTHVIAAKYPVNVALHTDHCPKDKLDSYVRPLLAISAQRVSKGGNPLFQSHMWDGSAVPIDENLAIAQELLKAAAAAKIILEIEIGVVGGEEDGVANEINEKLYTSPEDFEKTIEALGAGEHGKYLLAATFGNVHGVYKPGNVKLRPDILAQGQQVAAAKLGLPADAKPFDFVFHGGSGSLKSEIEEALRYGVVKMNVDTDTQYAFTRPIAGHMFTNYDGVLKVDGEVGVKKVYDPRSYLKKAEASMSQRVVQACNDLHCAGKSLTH
Mtb BioA inh = M. tuberculosis BioA enzyme inhibitors, primary screen, biochemical, plate reader, single point, HTS | purified M. tuberculosis BioA enzyme | inhibition, % at 9.99 µM | 360,000 tested, 0.096% active; in the data active = inhibition above about 40%; inconclusive = no clear call, values can overlap the other calls
Numbers without * were called inactive; ? = inconclusive; · = no result given; + = active, no number. Cut-off read from the data, not from the text of the source, unless noted: active = inhibition above about 30%; inconclusive = no clear call, values can overlap the other calls; inactive = below that.

SMILES	UGM FP inh	BoNT-A LC inh2	FadD28 binding	PfHsp40 yeast	BoNT F protease	GDH-TPI counter	Anthrax LF inh2	Mtb FBA inh	Mtb BioA inh
CCOc1ccc(C2OC(=O)Cc3cc(OC)c(OC)cc32)cc1 (stereo unspecified)	-1.8	0.5	-4.0	-1.0	-2	-10	-3	-6	1.3
CN(C)C(=O)CSc1nnc(CCCCCNC(=O)OC(C)(C)C)o1	1.6	?	-2.0	0.2	?	15	?	1	3.7
COc1ccc(NC(=O)C2(C)Cc3c(-c4ccc5c(c4)OCO5)ccnc3O2)cc1 (stereo unspecified)	·	0.2	-1.2	·	2	6	5	36*	2.2
COc1cc2c(-c3ccccc3O)nc3c(c(C)nn3-c3ccccc3)c2cc1OC	0.7	0.7	-2.2	2.9	3	11	2	0	0.7
Cc1ncsc1CCSc1nc2ccccc2c(=O)n1C	-1.8	1.0	-0.7	0.5	1	4	-2	1	9.6
O=C(O)c1cccc(N/N=C/c2cc(Br)cc(Br)c2O)c1	2.2	-0.2	28*	-1.3	-3	12	-4	0	9.3
CCC(C)N(C(=O)COC(=O)C1CCN(S(=O)(=O)c2ccc(C)c(C)c2)CC1)C1CCS(=O)(=O)C1 (stereo unspecified)	-0.1	-4.1	0.6	0.3	-5	4	-7	5	·
CCN(C(=O)c1cc(S(=O)(=O)N2CCOCC2)cn1C)c1cccc(C)c1	-2.1	-0.7	-0.5	0.5	-3	-9	-5	1	0.7
COc1ccccc1/C=C/C=C1\Oc2c(ccc(O)c2CN2CCN(CCO)CC2)C1=O	5.8	31*	2.5	-0.2	1	20	12	-10	-72
Cc1c(N2C(=O)CSC2c2ccc(F)cc2)c(=O)n(-c2ccccc2)n1C (stereo unspecified)	-0.3	0.2	-0.3	-0.1	5	-3	-1	6	·
O=C(NCCCN1CCCC1=O)c1ccc(CNS(=O)(=O)c2ccc(F)cc2)cc1	-0.7	-0.9	0.5	0.5	-2	-9	3	-1	-1.0
CCO[C@@H]1OC(C(=O)NC2CC2)=C[C@H](c2ccc3c(c2)OCO3)[C@H]1CCCO	-1.0	0.5	-2.8	3.3	2	-2	2	2	1.1
CCOc1ccc(N(CC(=O)NC2CCCCC2)S(=O)(=O)c2ccccc2)cc1	-0.3	-1.4	-0.8	-0.5	0	9	-1	-1	-0.7
O=C(CCS(=O)(=O)c1ccccc1)Nc1ncc([N+](=O)[O-])s1	-3.4	2.4	-1.4	-0.5	-1	5	1	1	-2.6
N#CC1(c2ccc(NC(=O)c3ccccc3)cc2)CCCC1	0.8	-0.3	-3.8	0.3	-2	-4	0	1	-1.1
COc1ccc([N+](=O)[O-])c(S(=O)(=O)c2ccccc2)n1	3.3	-0.4	-1.7	·	-1	11	-4	1	3.4
COc1ccc(OC)c(/C=N/NC(=O)Cc2nc3ccccc3[nH]2)c1	0.3	0.0	-3.1	0.3	6	14	-1	74*	-0.9
CC(C)C(=O)Nc1nc2cc3c(cc2s1)OCCO3	-1.5	-0.1	-4.0	-0.7	-2	0	1	2	·
O=C(Nc1cccc([N+](=O)[O-])c1)N1CCCCCC1	-0.5	5.6	-0.9	-0.5	1	2	-5	4	1.7
O=c1c2ccccc2oc2cc(NCCCN3CCOCC3)ccc12	3.1	0.8	-0.4	-1.7	4	22	4	+	1.8
COc1ccc(C2(OC)Oc3cc(OC)ccc3C(=O)C2(O)OC)cc1 (stereo unspecified)	·	1.5	2.4	-0.9	-2	9	5	3	·
CCOC(=O)C1=C(CBr)NC(=O)NC1C (stereo unspecified)	2.8	0.2	-2.7	-0.6	-4	-4	2	-9	0.4
O=C(N[C@H]1C/C=C\C[C@@H](CC(=O)N(CCO)Cc2ccccc2)C(=O)N[C@H](Cc2c[nH]c3ccccc23)COC1=O)OCC1c2ccccc2-c2ccccc21	-0.1	0.4	-4.5	-0.4	-22	12	-9	-1	-1.1
Cc1ccc(S(=O)(=O)N(C)C)cc1NC(=O)c1cc(=O)c2ccccc2o1	3.5	1.5	·	0.2	0	1	-4	4	2.5
CCOCc1nc(N)nc(N)c1-c1cccc(Cl)c1	·	0.1	-1.5	·	-1	-3	1	-1	·
O=C(Nc1ccc2nc(-c3cccnc3)[nH]c2c1)C1CCCCC1	2.3	0.1	-1.0	-1.4	1	15	-4	2	22
COc1cc2c(cc1OC)[C@@H](NC(=O)COc1ccccc1)[C@H](OCc1ccccc1)C2	·	-0.7	-1.7	-0.8	-4	-1	1	-1	0.0
CCOC(=O)C1CCN(S(=O)(=O)c2cccc(-c3csc(C)n3)c2)CC1	0.5	0.2	-1.4	0.1	-1	10	4	-4	2.5
CCCS(=O)(=O)Nc1cc(C(F)(F)F)ccc1OCCOC	-1.9	-0.9	-3.1	-0.7	1	-4	0	2	·
CCOc1ccc(C2CC(c3ccc(CC)cc3)n3nc(N)nc3N2)cc1 (stereo unspecified)	-0.9	-0.1	-1.1	1.2	-6	12	-8	8	-0.2
Cc1oc2c(CN3CCOCC3)c(O)ccc2c(=O)c1-c1ccc(Cl)cc1	-2.9	-0.7	-2.3	-1.7	-6	28	-2	65*	23
COc1ccc(C)cc1NC(=O)NCc1ccco1	-3.1	-0.7	-1.1	-0.4	3	3	-5	-2	0.1
COc1ccc(CN2C[C@]3(CO)O[C@@H](CO)C[C@@H]3S2(=O)=O)cc1	·	0.0	-1.1	-1.1	-5	-4	-6	-3	-0.9
COC(=O)C1=C(c2ccc(F)cc2OCc2ccccc2)C[C@@H]2CC[C@H]1N2C(=O)N1CCC(O)(c2ccc(Cl)cc2)CC1	2.0	-0.7	-3.3	1.5	-4	7	0	1	-1.1
CCCC(=O)Nc1cc(OC)c(NC(=S)Nc2ccc(CC)cc2)cc1OC	·	-3.2	-2.0	0.0	-2	-1	1	-4	0.6
CC(C)Oc1nnnn1-c1ccccc1	1.1	-0.5	-3.8	-0.6	-6	-12	4	5	·
CCCN(Cc1ccccc1)C(=S)Nc1ccc(F)cc1	3.5	-0.7	-2.7	-0.2	2	-6	-7	2	·
O=C(NCc1ccc(F)cc1)c1ccc2c(c1)S(=O)(=O)c1ccccc1C2=O	-0.2	0.1	-1.3	6.4	-4	-4	1	0	-1.1
CCOC(=O)c1ccc(NC(=O)NNC(=O)CCc2ccc(OC)cc2)cc1	3.4	-0.2	-1.0	-0.1	6	-4	-2	6	-0.2
CN(c1ccccc1)S(=O)(=O)c1ccc(C(=O)Nc2ccncc2)cc1	-1.9	2.0	-3.1	-0.5	10	-9	-2	-1	5.1
COc1ccc(-c2cc(C(=O)Nc3ccc(S(=O)(=O)Nc4ncccn4)cc3)c3ccccc3n2)cc1	0.9	0.2	-2.0	6.2	-16	12	-5	7	0.0
COC(=O)CSc1nnc(Cc2ccccc2)n1-c1ccc(C)cc1	4.4	0.9	-2.5	-0.2	-15	0	3	3	4.3
Cc1nc2ccccc2c(=O)n1-c1ccc(Cl)cc1Cl	0.0	·	-1.3	-0.9	·	-3	·	1	5.6
COc1ccccc1NS(=O)(=O)c1ccc(NC(=O)c2nc3ncccn3n2)cc1	·	0.1	-3.5	0.7	12	7	1	-3	·
Cc1cc(C)nc(/N=C(\N)Nc2ccc(-c3ccccc3)cc2)n1	0.5	-0.8	-2.8	3.1	3	-1	-5	4	·
CC(=O)Oc1ccccc1-c1nc(C)nc(N(C)C(C)=O)n1	-1.0	0.2	1.6	0.7	0	6	2	0	0.2
COc1cccc(N2C(=O)C3C(C2=O)C3(c2ccccc2)c2ccccc2)c1 (stereo unspecified)	-0.3	-0.2	-1.9	-0.2	-3	13	-6	0	-3.8
COc1cccc(/C=N/NC(=O)c2ccc3nc[nH]c3c2)c1O	0.5	0.2	-4.1	-0.2	-6	24	-2	-1	1.4
Cc1ccc(-c2noc(CN(C(=O)c3cccs3)C(C)C)n2)cc1	0.3	?	-2.3	-0.9	-17	2	-1	-1	0.3
Cc1ccc(S(=O)(=O)NCC(C)NS(C)(=O)=O)cc1 (stereo unspecified)	-3.7	6.3	-4.3	0.5	13	-13	-20	-3	0.9
CCOc1ccc(C(C(=O)NC2CCCC2)N(C(=O)CNC(=O)c2ccco2)c2cccnc2)cc1 (stereo unspecified)	6.7	-1.1	-0.5	-0.8	-7	0	-4	0	-2.7
O=C(NC1CCCCC1)C1CCN(S(=O)(=O)c2cccc3nonc23)CC1	-0.3	1.8	·	-1.1	-2	-10	-2	2	-0.3
COc1cccc(CNC(=O)CCC2CCCN(C(=O)CCn3cncn3)C2)c1 (stereo unspecified)	·	0.1	1.6	-2.1	2	1	2	3	·
O=C(CN(Cc1ccco1)C(=O)Cn1nnc(-c2cccs2)n1)NCc1ccccc1	-0.4	1.0	-2.3	0.9	5	-2	2	0	1.0
O=C(Cc1ccc(Br)cc1)NC1CCCc2ccccc21 (stereo unspecified)	-2.2	-0.3	-0.1	0.0	-3	-3	-3	4	-0.6
Cc1ccc(S(=O)(=O)N2CCCCC2)cc1NC(=O)CNCc1ccco1	2.7	-0.3	-3.3	-0.8	-1	0	0	1	1.8
Cc1cc(C)cc(-n2ccnc2SCC(=O)c2c(N)n(C3CC3)c(=O)[nH]c2=O)c1	4.6	0.9	-4.0	1.1	-3	6	0	1	-0.4
